Screening data (PubChem BioAssay)
GCN5L2 inh: inhibitors of human GCN5L2 histone acetyltransferase; GCN5L2 HAT assay, ThioGlo1 CoA-SH fluorescence; 0.21% of 390,000 active; Potency, µM (titrated, usually from 58.9 µM), without a hit: at the highest dose activity change, negative = inhibition, most hits filed as inhibitors; AID 504327; Q92830
Target sequence (Q92830 whole entry, looked up): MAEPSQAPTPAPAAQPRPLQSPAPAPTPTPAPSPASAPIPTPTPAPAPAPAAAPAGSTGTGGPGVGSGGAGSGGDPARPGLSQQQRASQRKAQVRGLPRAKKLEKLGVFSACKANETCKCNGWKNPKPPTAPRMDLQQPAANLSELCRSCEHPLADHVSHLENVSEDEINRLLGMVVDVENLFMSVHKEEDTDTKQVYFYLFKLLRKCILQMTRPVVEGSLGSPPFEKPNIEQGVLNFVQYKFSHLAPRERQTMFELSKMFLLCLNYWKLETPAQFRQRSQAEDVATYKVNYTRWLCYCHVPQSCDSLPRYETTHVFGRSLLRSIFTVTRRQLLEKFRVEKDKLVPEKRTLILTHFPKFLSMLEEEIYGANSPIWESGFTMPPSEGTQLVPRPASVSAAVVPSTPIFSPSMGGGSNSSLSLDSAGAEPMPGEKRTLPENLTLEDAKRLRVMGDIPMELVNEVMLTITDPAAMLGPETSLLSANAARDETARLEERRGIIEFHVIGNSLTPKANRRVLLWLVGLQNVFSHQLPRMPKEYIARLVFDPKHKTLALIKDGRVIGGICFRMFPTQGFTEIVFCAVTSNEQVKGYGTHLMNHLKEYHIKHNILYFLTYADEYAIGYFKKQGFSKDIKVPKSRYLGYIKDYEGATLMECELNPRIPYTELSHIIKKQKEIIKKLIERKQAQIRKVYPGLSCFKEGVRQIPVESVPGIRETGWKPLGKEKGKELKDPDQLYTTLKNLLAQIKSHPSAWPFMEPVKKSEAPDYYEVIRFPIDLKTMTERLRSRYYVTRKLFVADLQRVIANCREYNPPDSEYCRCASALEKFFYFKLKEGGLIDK
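Preincubate 20nM GCN5L2 with compound 15 min, RT → add 50uM ThioGlo1 + 75uM H3(1-25) + 70uM acetyl-CoA → read fluorescence 0 and 20 min. Primary qHTS; fluorescent artifacts likely.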
DT40 TDP1 no CPT: qHTS for Inhibitors of human tyrosyl-DNA phosphodiesterase 1 (TDP1): qHTS in cells in absence of CPT. DT40 Tdp1-/- hTDP1 cells, no CPT, ATP luminescence, 48 h. Potency, µM (top dose mostly 46.2 µM), without a hit: at the highest dose activity change, negative = growth inhibition, actives largely listed as inhibitors. 15% of 420,000 active. AID 686978, 2013; note: nearly all actives have a fitted effect of over 55% in size
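Stably hTDP1-transfected Tdp1-null chicken DT40 cells were treated with library compounds minus camptothecin and grown for at least 48 hr at 37 °C, after which cellular ATP was quantified by luminescence.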
DT40 TDP1 CPT: growth inhibition of DT40 Tdp1-/-;hTDP1 cells with camptothecin (screen for TDP1 inhibitors); chicken DT40 Tdp1-/-;hTDP1 cells + 20 nM CPT, ATP luminescence, 48 h; AID 686979; Potency, µM (doses to about 46.2 µM), for the others: top-dose activity change, negative = growth inhibition, usual class: inhibitors; 12% of 420,000 active; note: nearly all actives have a fitted effect of over 55% in size
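Chicken DT40 Tdp1-/- cells complemented with human TDP1, 400 cells/well, exposed to compounds plus 20 nM camptothecin for at least 48 h at 37 C; viability read as ATP content by CellTiter-Glo luminescence.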
The depositor's hits bear a star; ? = inconclusive; . = no result given; [ ] = dose if it differs, or a comment. Calls come from the whole dose curve; as a rule, active = well fitted curve in the direction sought with a large enough effect; inconclusive = small, poorly fitted or top-dose-only effect, or another doubt; inactive = no such curve, though single readings can be large; an effect the other way counts as inactive or inconclusive. % is set by controls: 0 for no effect and ±100 for the full control effect; potency is the fitted concentration of half-maximal effect.

Results follow in this order: GCN5L2 inh | DT40 TDP1 no CPT | DT40 TDP1 CPT
> O=C(NCCN1CCOCC1)C(=O)c1c[nH]c2ccccc12
  -7.6% | 7.5% | -0.2%
> O=C1OCCC1Sc1nnc(-c2ccc(Cl)cc2Cl)o1 (stereo not given)
  -4.0% | -15.9% | 11.1%
> COc1ccccc1C(=O)N1CCN(c2nc3cc(C)c(C)cc3cc2C#N)CC1
  -9.2% | 16.4µM* | 18.4µM*
> Cc1cc(C)cc(N2C(=O)CC(c3ccccc3)CC2=O)c1
  -2.8% | 7.4% | -1.6%
> CCC(C(=O)NCc1ccccc1)n1c(Cc2cc(F)cc(F)c2)nc2ccccc21 (stereo not given)
  . | 16.4µM* | ?
> CC(=O)N1CCCc2cc(S(=O)(=O)N3CCC(C(=O)N(Cc4ccccc4)C(C)C)CC3)ccc21
  -7.3% | ? | 23.1µM*
> O=C(C1=C[C@@H](c2ccc3c(c2)OCO3)C[C@@H](OCc2ccc(CO)cc2)O1)N1CCOCC1
  1.8% | -11.9% | -1.4%
> CC(C)C(c1nnnn1Cc1cccs1)N1CCN(C2CCCC2)CC1 (stereo not given)
  -15.1% | -4.1% | -18.5%
> CC(C)Oc1ccc(CNC(=O)c2ccc3c(c2)nc2n3CCOC2)cc1
  -2.2% | -4.7% | 3.0%
> COc1cc(NC(=O)COC(=O)c2ccc(S(=O)(=O)N3CC(C)CC(C)C3)cc2)c(C)cc1[N+](=O)[O-] (stereo not given)
  1.5% | ? | 22.3%
> CCc1ccc(NC(=O)c2nc(SCc3ccccc3F)ncc2Cl)cc1
  . | -28.7% | -29.9%
> O=C(NC(=S)Nc1cc(C(F)(F)F)ccc1N1CCOCC1)c1ccco1
  -17.2% | ? | ?
> O=C(NC1CCCCC1)N1CCN(c2nc(-c3ccccc3)cs2)CC1
  -1.5% | 25.9µM* | ?
> Cc1ccc(=O)n(C(C(=O)NCc2ccco2)C(=O)c2ccc(F)cc2)c1 (stereo not given)
  -0.4% | -13.9% | -2.7%
> CNC(C)c1cc(OC)ccc1OC (stereo not given)
  -7.6% | -6.6% | -16.9%
> O=c1c2ccccc2nc(SCc2ccc([N+](=O)[O-])cc2)n1-c1ccccc1
  19.2% | ? | ?
> CC(C)(C)Cc1c(-c2cccc(Br)c2)nc2ccc(Br)cn12
  . | ? | ?
> COc1cccc(NC(=O)Cn2cc(C(=O)C3CC3)c3ccccc32)c1
  -3.7% | -6.2% | -25.9%
> CCOC(=O)N1CCc2c(sc(NC(=O)CN3CCOCC3)c2C(=O)Nc2ccccc2)C1
  -1.5% | ? | ?
> CCC(=O)NC(Nc1cccc(C)n1)(C(F)(F)F)C(F)(F)F
  -29.0% | -16.4% | -13.0%
> COc1cc(/C=N/n2c(SC)nnc(C(C)(C)C)c2=O)ccc1O
  -2.1% | -2.6% | 4.6%
> Cc1nn(CC(=O)N(C)C2CCS(=O)(=O)C2)c(C)c1[N+](=O)[O-] (stereo not given)
  1.5% | 16.8% | 4.4%
> O=C(NC(Nc1cc(C(F)(F)F)ccc1Cl)C(=O)c1ccccc1)c1ccccc1 (stereo not given)
  -11.6% | 20.6µM* | ?
> CCCNS(=O)(=O)c1ccc(OCC(=O)OC)cc1
  27.5% | -7.7% | -0.2%
> COc1ccc(C(=S)N2CCOCC2)cc1OC(=O)c1cccc([N+](=O)[O-])c1
  0.6% | 2.3% | -22.4%
> CC(=O)c1cccc(NC(=O)c2ccc3c(c2)c(C)c(C)n3Cc2ccc(Cl)cc2)c1
  -18.7% | 9.2µM* | 14.6µM*
> N#C/C(=C(/O)COc1cccc2ccccc12)c1nc2ccccc2[nH]1
  12.8% | -9.3% | -5.6%
> CC(NC(=O)C1CCCCC1)C(=O)NC1=NCCS1 (stereo not given)
  -1.8% | 1.4% | -6.0%
> CN(Cc1ccccc1)C(=O)C1CCN(S(=O)(=O)c2cccc3nsnc23)CC1
  0.9% | ? | ?
> Cc1ccc(CNC(=O)CCc2c(C)nc3ncnn3c2C)cc1
  50.1%[activator] | 0.3% | -15.3%

Sorted by formula weight (lowest first): some entries from above.
Results follow in this order: GCN5L2 inh | DT40 TDP1 no CPT | DT40 TDP1 CPT
> N#C/C(=C(/O)COc1cccc2ccccc12)c1nc2ccccc2[nH]1
  12.8% | -9.3% | -5.6%
> CC(C)C(c1nnnn1Cc1cccs1)N1CCN(C2CCCC2)CC1 (stereo not given)
  -15.1% | -4.1% | -18.5%
> O=C(NC(=S)Nc1cc(C(F)(F)F)ccc1N1CCOCC1)c1ccco1
  -17.2% | ? | ?

Fetched one by one from the list above, 7 records:
Results follow in this order: GCN5L2 inh | DT40 TDP1 no CPT | DT40 TDP1 CPT
> COc1ccccc1C(=O)N1CCN(c2nc3cc(C)c(C)cc3cc2C#N)CC1
  -9.2% | 16.4µM* | 18.4µM*
> COc1cc(/C=N/n2c(SC)nnc(C(C)(C)C)c2=O)ccc1O
  -2.1% | -2.6% | 4.6%
> CCCNS(=O)(=O)c1ccc(OCC(=O)OC)cc1
  27.5% | -7.7% | -0.2%
> O=C(C1=C[C@@H](c2ccc3c(c2)OCO3)C[C@@H](OCc2ccc(CO)cc2)O1)N1CCOCC1
  1.8% | -11.9% | -1.4%
> CC(C)C(c1nnnn1Cc1cccs1)N1CCN(C2CCCC2)CC1 (stereo not given)
  -15.1% | -4.1% | -18.5%
> CCC(C(=O)NCc1ccccc1)n1c(Cc2cc(F)cc(F)c2)nc2ccccc21 (stereo not given)
  . | 16.4µM* | ?
> Cc1ccc(=O)n(C(C(=O)NCc2ccco2)C(=O)c2ccc(F)cc2)c1 (stereo not given)
  -0.4% | -13.9% | -2.7%

The listing picks up with the two entries that preceded the break.
Results follow in this order: GCN5L2 inh | DT40 TDP1 no CPT | DT40 TDP1 CPT
> CN(Cc1ccccc1)C(=O)C1CCN(S(=O)(=O)c2cccc3nsnc23)CC1
  0.9% | ? | ?
> Cc1ccc(CNC(=O)CCc2c(C)nc3ncnn3c2C)cc1
  50.1%[activator] | 0.3% | -15.3%
> CC(C)(C)OC(=O)C(C(=O)OC(C)(C)C)c1ccc(Cl)nn1
  -2.0% | -6.7% | -14.8%
> Cc1cccc(OCC(=O)Nc2cc(S(=O)(=O)N3CCOCC3)ccc2N2CCCC2)c1C
  -6.7% | 16.4µM* | ?
> Cc1c(C(=O)NCC2COCCO2)cnn1-c1ncc2c(n1)-c1ccccc1CC2 (stereo not given)
  . | ? | ?
> Cc1nc(C(=O)N/N=C/c2[nH]ncc2Br)cs1
  -13.9% | ? | ?
> CCOC(=O)N1CCN(C(=O)C[C@@H]2C[C@@]3(C(=O)OCC)CCCC=C3N(Cc3ccc(Cl)cc3Cl)C2=O)CC1
  . | 23.1µM* | 20.6µM*
> CCOC(=O)c1cnc(-n2nc(C)cc2C)nc1NC(C)c1ccccc1 (stereo not given)
  -0.3% | 4.61µM* | 4.61µM*
> COc1ccccc1N1CCN(Cc2cc(=O)c(OCC(=O)NC3CCCC3)co2)CC1
  -3.7% | -19.3% | 7.4%
> CCN(CC)S(=O)(=O)c1cccc(C(=O)N/N=C/c2ccc(N3CCOCC3)cc2)c1
  -2.3% | ? | -18.7%
> CCCC1(c2ccccc2)NC(=O)N(CC(=O)N2CC(=O)Nc3ccccc32)C1=O (stereo not given)
  -4.2% | -19.4% | ?
> O=C(CSc1nc(=O)n2ccccc2n1)NCc1ccccc1Cl
  -2.2% | -11.3% | 3.4%
> Cc1ccn2c(=O)c(NC(=O)COc3ccccc3)c(C)nc2c1
  -14.5% | 4.2% | -1.1%
> O=C(Nc1cccc(Cl)c1Cl)c1cc(S(=O)(=O)N2CCC3(CC2)OCCO3)ccc1F
  -8.3% | 23.1µM* | ?
> Cc1ccc(C(=O)Nc2ncc(Cc3ccc(SC(F)F)cc3)s2)cc1
  -1.6% | 1.3µM* | 1.16µM*
> Cc1ccn2c(=O)c(C(=O)NC(C)c3ccccc3)c(O)nc2c1 (stereo not given)
  -2.4% | 23.1µM* | ?
> CCNc1nc(NCC)nc(N(C#N)C(C)C)n1
  10.9% | 6.0% | 7.6%
> CCN1C(=O)CC(C(=O)O)SC1=Nc1ccc(OC)cc1 (stereo not given)
  3.2% | -12.0% | -22.9%
> COCCn1c(=NC(=O)CSCC(=O)NC2CCCCC2)sc2cc(OC)ccc21
  -0.6% | 20.6µM* | 23.1µM*
> CCOC(=O)/C(=N\Nc1cc(Cl)ccc1Cl)N1CCOCC1
  14.7% | -18.4% | -25.7%
> Cc1ccc(CCNC(=O)CN(C)S(=O)(=O)c2ccc3c(c2)c(=O)n(C)c(=O)n3C)cc1
  1.7% | ? | ?
> Cc1ccc(NC(=O)/C=C\C(=O)NCC(=O)O)cc1C
  -0.4% | -4.0% | -5.5%
> CCc1cccc(C)c1NC(=O)CN(C)Cc1cccc(F)c1
  20.7% | 16.4µM* | ?
> CCOC(=O)c1c(C)n(C(=O)c2ccco2)c(=O)n1C(=O)c1ccco1
  -0.5% | -18.9% | -23.2%
> O=C(CN1C(=O)CSc2ncccc21)N1CCOCC1
  -2.2% | 0.2% | -4.8%
> Cc1ccc(C(=O)Nc2ccc(F)cc2)cc1NC1=NC2CS(=O)(=O)CC2S1 (stereo not given)
  -6.8% | -19.6% | 6.6%
> COc1cc(CNn2c(C)n[nH]c2=S)cc(Cl)c1OCC(=O)NC(C)(C)C
  -14.5% | ? | ?
> CCCC(=O)NC(c1ccc(N(C)C)cc1)c1c(O)ccc2ccccc12 (stereo not given)
  -7.1% | 7.6% | 7.4%
> CCOc1ccc2c(c1)c(C(C)=O)c(C)n2-c1ccccc1
  2.5% | -7.0% | -10.3%
> Cc1cccc(C(=O)Nc2c(C(=O)NCc3ccc(Cl)cc3)sc3nc(C)cc(C)c23)c1
  -4.4% | 25.9µM* | 16.4µM*
> CC(=O)OCc1nc2sc3c(c2c(=O)[nH]1)CCCC3
  -2.2% | -7.6% | -1.6%
> C[C@H](CO)N1C[C@H](C)[C@@H](CN(C)S(C)(=O)=O)Oc2c(NC(=O)c3ccncc3)cccc2C1=O
  -3.6% | -3.0% | 13.8%
> CC(=O)Nc1ccc(NC(=O)C(C)OC(=O)C2CC(=O)N(CCc3ccccc3)C2)cc1 (stereo not given)
  -3.7% | -12.2% | 2.8%
> CN(C)CCNc1ccc(-c2nn(C)c(=O)c3ccccc23)cc1[N+](=O)[O-]
  35.2%[activator] | 23.1µM* | ?
> CC(=O)N1N=C(c2ccc(Br)cc2)CC1c1cn(C)c2ccccc12 (stereo not given)
  -5.0% | ? | ?
> CC(=O)Nc1ccc(NC(=O)CS(=O)(=O)c2cn(CC(=O)N3CCC(C)CC3)c3ccccc23)cc1
  . | -4.5% | -24.6%
> O=C(Nc1cccc(NC(=O)c2ccco2)c1)c1cccc(Br)c1
  -7.8% | ? | -28.8%
> O=C(O)/C=C/C(=O)Nc1c(F)cccc1F
  -3.8% | 0.7% | 8.5%
> C=CCN(c1ccccc1)S(=O)(=O)c1ccc2c(c1)oc(=O)n2C
  1.7% | -7.5% | ?
> COc1ccc2c(c1)CCCC2NS(=O)(=O)OCC(Cl)(Cl)Cl (stereo not given)
  -19.2% | -12.3% | -25.3%
> CCCOC1CCCN(C(=O)c2ccc3oc(C(C)C)nc3c2)C1 (stereo not given)
  -8.6% | -15.8% | ?
> CCOc1ccc(-c2nnn(CC(=O)NCc3ccco3)n2)cc1
  -3.3% | -20.4% | ?
> Cc1ccc(NC(=O)Cn2nnc(C(=O)NCc3ccc(Cl)cc3)c2N)cc1F
  -5.6% | 23.1% | 1.2%
> CCc1nnc(NC(=O)CSc2nnc(COc3cccc(C)c3)o2)s1
  1.3% | 5.1% | -0.1%
> O=S(=O)(c1ccc(Cl)cc1)c1nc(-c2ccccc2F)oc1NCCCN1CCOCC1
  -12.6% | ? | ?
> O=C(O)Cn1nc(-c2ccc(Cl)cc2)ccc1=O
  -9.7% | 5.1% | 20.7%
> FC(F)(F)c1ccc(C2[C@H]3CN(Cc4cccnc4)[C@H](c4ccccc4)C34CC2(c2cccnc2)C4)cc1 (stereo not given in full)
  -30.7% | 20.6µM* | 23.1µM*
> O=[N+]([O-])c1ncc(Br)cc1Nc1ccccc1
  . | ? | ?
